LRH-1 inv ag: LRH-1 (NR5A2) inverse agonists, primary screen, cell-based, luminescence, HEK293T, StAR-luciferase reporter; LRH-1 transfected, 24 h; inhibition, % at 3.6 µM; actives 0.13% (n = 360,000); AID 602396, 2012;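 active = inhibition above the mean inhibition of all tested compounds plus 3 SD, cut at about 73% in these data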;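 note: 0% = DMSO wells and 100% = reporter-only cells lacking LRH-1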
Target sequence (O00482 whole entry, looked up): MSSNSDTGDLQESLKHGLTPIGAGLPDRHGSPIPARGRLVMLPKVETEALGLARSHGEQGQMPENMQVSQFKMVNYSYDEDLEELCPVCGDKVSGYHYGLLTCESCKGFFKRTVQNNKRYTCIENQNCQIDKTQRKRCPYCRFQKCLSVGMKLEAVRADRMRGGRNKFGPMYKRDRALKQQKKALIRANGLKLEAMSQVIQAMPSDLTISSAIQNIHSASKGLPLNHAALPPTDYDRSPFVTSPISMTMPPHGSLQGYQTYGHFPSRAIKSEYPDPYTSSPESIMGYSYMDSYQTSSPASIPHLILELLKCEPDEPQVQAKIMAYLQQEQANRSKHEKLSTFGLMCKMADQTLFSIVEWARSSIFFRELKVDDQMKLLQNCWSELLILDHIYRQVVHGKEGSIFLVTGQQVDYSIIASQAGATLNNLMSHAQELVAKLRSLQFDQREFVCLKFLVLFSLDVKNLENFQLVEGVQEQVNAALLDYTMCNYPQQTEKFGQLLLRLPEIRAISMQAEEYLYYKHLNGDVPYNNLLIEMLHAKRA
EBV LMP1 NFkB: EBV LMP1-driven NF-kappaB luciferase reporter inhibitors, primary screen, cell-based, luminescence, single point. LMP1-induced NF-kappaB luciferase reporter cells. inhibition, % at 12.5 µM. actives 0.69% (n = 350,000). AID 504558, 2011; in the data active = inhibition above about 41%;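 note: 0% = neutral control wells and 100% = reference inhibitor control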
COUP-TFII inh: NR2F2 transcriptional activity inhibitors, primary screen, cell-based, luciferase reporter, HEK293T, luminescence. COUP transcription factor 2 (Homo sapiens), P24468. HEK293T NGFI-A luciferase reporter. inhibition, % at 8.6 µM. actives 0.7% (n = 370,000). AID 686940, 2013;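 active = inhibition above a per-plate cutoff, mean inhibition of test wells between control levels plus 3 SD, cut at about 38% in these data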;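 note: cells cotransfected with COUP-TFII expression vector driving the NGFI-A reporter; 0% = median of COUP-TF2 test wells and 100% = reporter-only cells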
Target sequence (P24468 whole entry, looked up): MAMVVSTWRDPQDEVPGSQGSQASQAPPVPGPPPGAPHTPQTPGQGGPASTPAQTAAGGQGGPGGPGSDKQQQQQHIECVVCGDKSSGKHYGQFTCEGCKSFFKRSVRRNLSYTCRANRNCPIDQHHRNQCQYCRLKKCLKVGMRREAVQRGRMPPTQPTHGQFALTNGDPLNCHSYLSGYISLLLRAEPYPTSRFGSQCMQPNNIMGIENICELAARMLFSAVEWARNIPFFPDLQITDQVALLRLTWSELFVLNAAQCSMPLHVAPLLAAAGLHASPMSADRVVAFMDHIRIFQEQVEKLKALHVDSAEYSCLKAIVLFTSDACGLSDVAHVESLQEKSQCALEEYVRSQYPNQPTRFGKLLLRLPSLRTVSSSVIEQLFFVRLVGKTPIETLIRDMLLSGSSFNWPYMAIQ
Shn3 3UTR inh: reduction of Shn3 3'UTR firefly luciferase signal, primary screen, Schnurri-3 inhibitor project, cell-based, Clone20 osteoblasts, set 2; Clone20 osteoblast Shn3 3'UTR firefly luciferase, 24 h; actives 0.52% (n = 360,000); inhibition, % at 12.5 µM;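 active = mean inhibition of at least 75% with every replicate also reaching 75%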;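 note: 0% = median of neutral control wells and 100% = pilot-screen positive control compound; some compounds past the cut are filed as inactive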
KKLEB tox: cytotoxicity in KKLEB CF airway cells, primary screen, cytotoxicity control for CF NF-kB inhibitor project, cell-based, uHTS, fluorescence assay plates; AID 602141, 2011; activity change (cytotoxicity), % at 5 µM; KKLEB CF airway cells viability, ATPlite luminescence, overnight; stronger effect = lower value; cells stimulated with P. aeruginosa culture filtrate; actives 0.36% (n = 360,000);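 active = corrected activity change at or below -50% at 5 µM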
TROY NFkB inh: inhibitors of TROY-driven NF-kB signaling, primary screen, Q293 LMP1-TROYcd cells, NF-kB luciferase, uHTS; actives 0.98% (n = 360,000); inhibition, % at 10 µM; Q293 LMP1-TROYcd NF-kB luciferase reporter, 4 h; AID 1347056, 2019;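 active = compounds whose plate-normalised and pattern-corrected inhibition of the luciferase reporter signal at the single screening dose is 50% or more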
TRAIL sens C8: viability loss with TRAIL in NB7+C8 cells, primary screen, TRAIL sensitizer project, cell-based, ATPlite luminescence; inhibition (viability loss, TRAIL sensitization), % at 10 µM; actives 1% (n = 360,000); AID 624354, 2012;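 active = compounds causing at least 50% loss of cell viability in the single-dose screen, relative to plate controls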
SRC3 inh: SRC3 coactivator transcriptional activity inhibitors, primary screen, cell-based, luminescence. Nuclear receptor coactivator 3 (Homo sapiens), Q9Y6Q9. HEK293 GAL4-SRC3 luciferase reporter. inhibition, % at 3.6 µM. actives 0.17% (n = 360,000). AID 588352, 2011;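 active = inhibition above a per-campaign cutoff, the mean of all compounds plus 3 SD, cut at about 60% in these data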;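 note: 0% = DMSO-treated cells and 100% = gossypol-treated cells at 36 µM; higher means less SRC3-driven luciferase light from the GAL4 reporter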
SRC1 inh: SRC1 coactivator transcriptional activity inhibitors, primary screen, cell-based, luminescence. Nuclear receptor coactivator 1 (Homo sapiens), Q15788. HEK293 GAL4-SRC1 luciferase reporter. inhibition, % at 3.6 µM. actives 0.12% (n = 360,000). AID 588354, 2011;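 active = inhibition above the campaign mean plus 3 SD, with each screening campaign given its own cutoff, cut at about 60% in these data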;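 note: 0% = DMSO treated cells and 100% = gossypol at 36 µM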
CF NFkB inh: inhibitors of PAF-induced NF-kB signaling, primary screen, cell-based, GFP fluorescence, uHTS. KKLEB NF-kB-GFP reporter, GFP fluorescence overnight. inhibition, % at 5 µM. actives 0.86% (n = 360,000). AID 588850, 2011;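 active = at least 50% inhibition at 5 µM, scaled per plate between neutral and stimulator controls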;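 note: PAF is a Pseudomonas aeruginosa culture filtrate used as stimulus; plate controls were PAF-stimulated DMSO wells for no effect and unstimulated DMSO wells for full effect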
TWEAK-Fn14 inh: inhibitors of TWEAK-Fn14 signaling, primary screen, luciferase reporter cells, uHTS; TWEAK-stimulated Fn14 reporter cells, luciferase luminescence, 8 h; inhibition, % at 10 µM; actives 2% (n = 360,000); AID 1159606, 2016; in the data active = inhibition above about 50%
The depositor's hits bear a star.

Cc1nc2nc(-c3ccccc3)cn2nc1C was read as LRH-1 inv ag -95.5, EBV LMP1 NFkB 18.2, COUP-TFII inh -49.0, Shn3 3UTR inh -28.4, KKLEB tox 4.3, TROY NFkB inh -12.9, TRAIL sens C8 -8.5, SRC3 inh -71.2, SRC1 inh -91.0, CF NFkB inh -6.9 and TWEAK-Fn14 inh -18.7.
Cc1ccc(-n2nc3c(=O)n(C(C)C(=O)NCc4ccco4)nc(C)c3c2C)cc1 (stereo not drawn) was read as LRH-1 inv ag -13.0, EBV LMP1 NFkB -0.7, COUP-TFII inh 0.6, Shn3 3UTR inh 1.5, KKLEB tox 8.8, TROY NFkB inh 19.2, TRAIL sens C8 5.3, SRC3 inh -0.1, SRC1 inh -72.3, CF NFkB inh 2.1 and TWEAK-Fn14 inh 11.3.
For O=Cc1cn[nH]c1-c1cccc([N+](=O)[O-])c1 the results were LRH-1 inv ag 5.1, EBV LMP1 NFkB 12.1, COUP-TFII inh 10.8, Shn3 3UTR inh 12.3, KKLEB tox 2.9, TROY NFkB inh 10.9, TRAIL sens C8 -9.3, SRC3 inh 13.3, SRC1 inh -2.0, CF NFkB inh -0.9 and TWEAK-Fn14 inh 6.8.
`CC(C)N=C1SCC(C)(/C=N/O)S1` (stereo not drawn) gave LRH-1 inv ag -1.5, EBV LMP1 NFkB -5.0, COUP-TFII inh 9.2, Shn3 3UTR inh -37.5, KKLEB tox -11.6, TROY NFkB inh 2.6, TRAIL sens C8 0.5, SRC3 inh 8.2, SRC1 inh 3.5, CF NFkB inh -1.5 and TWEAK-Fn14 inh 0.7.
For COCCNC(=O)c1cccc2c1C(=O)c1ccc(N3CCOCC3)cc1S2(=O)=O the results were LRH-1 inv ag 21.9, EBV LMP1 NFkB -4.3, COUP-TFII inh -9.6, Shn3 3UTR inh -28.5, KKLEB tox -4.5, TROY NFkB inh -13.2, TRAIL sens C8 0.2, SRC3 inh 0.0, SRC1 inh -9.2, CF NFkB inh -9.2 and TWEAK-Fn14 inh -5.2.
CC(=O)c1ccccc1NC(=O)c1ccc2c(c1)NC(=O)C(C)S2 (stereo not drawn) was read as LRH-1 inv ag -46.9, EBV LMP1 NFkB -35.4, COUP-TFII inh -54.9, Shn3 3UTR inh -65.8, KKLEB tox -15.4, TROY NFkB inh -16.2, TRAIL sens C8 28.1, SRC3 inh -39.8, SRC1 inh -56.4, CF NFkB inh -3.4 and TWEAK-Fn14 inh -5.3.
`Nc1cc2c(cc1[N+](=O)[O-])-c1ccccc1C2=NO` gave LRH-1 inv ag -26.9, EBV LMP1 NFkB 8.7, COUP-TFII inh 6.3, Shn3 3UTR inh -36.2, KKLEB tox 18.7, TROY NFkB inh 43.0, TRAIL sens C8 10.8, SRC3 inh 2.1, SRC1 inh 10.5, CF NFkB inh 48.6 and TWEAK-Fn14 inh 72.5*.
For CC1(C)CC(=O)c2sc(NS(C)(=O)=O)nc2C1 the results were LRH-1 inv ag -8.1, EBV LMP1 NFkB -0.4, COUP-TFII inh 2.0, Shn3 3UTR inh -1.0, KKLEB tox -21.3, TROY NFkB inh 15.4, TRAIL sens C8 -6.6, SRC3 inh 1.5, SRC1 inh -12.2, CF NFkB inh -7.5 and TWEAK-Fn14 inh -7.0.
`CC(Oc1ccc2c3c(c(=O)oc2c1)CCC3)C(=O)N[C@@H](Cc1ccccc1)C(=O)O` (stereo partly drawn) gave LRH-1 inv ag 11.4, EBV LMP1 NFkB 1.0, COUP-TFII inh -11.3, Shn3 3UTR inh 30.5, KKLEB tox -3.3, TROY NFkB inh 3.5, TRAIL sens C8 12.8, SRC3 inh 14.2, SRC1 inh -14.7, CF NFkB inh 4.3 and TWEAK-Fn14 inh 2.8.
`O=C(Nc1ccccc1Cl)N1C2CCC1CC(O)(c1cccnc1)C2` (stereo not drawn) gave LRH-1 inv ag 0.4, EBV LMP1 NFkB 9.0, COUP-TFII inh 10.3, Shn3 3UTR inh -1.2, KKLEB tox -17.3, TROY NFkB inh -2.2, TRAIL sens C8 -7.6, SRC3 inh 7.8, SRC1 inh -14.4, CF NFkB inh 20.8 and TWEAK-Fn14 inh 4.8.
CCc1ccc2c(c1)C(=O)CCC2 was read as LRH-1 inv ag -7.1, EBV LMP1 NFkB 21.7, COUP-TFII inh -3.2, Shn3 3UTR inh -2.0, KKLEB tox -8.9, TROY NFkB inh -7.4, TRAIL sens C8 -11.6, SRC3 inh 6.0, SRC1 inh -46.4, CF NFkB inh -0.5 and TWEAK-Fn14 inh 18.8.
Screening CNC(=O)C1CC(=O)N(c2ccc(OCC(=O)Nc3ccc(F)cc3)cc2)C1 (stereo not drawn) returned LRH-1 inv ag -8.8, EBV LMP1 NFkB 1.4, COUP-TFII inh 15.9, Shn3 3UTR inh -10.5, KKLEB tox -41.3, TROY NFkB inh -15.2, TRAIL sens C8 0.3, SRC3 inh -11.2, SRC1 inh -12.4, CF NFkB inh 27.1 and TWEAK-Fn14 inh -1.4.
Screening COC(=O)c1ccccc1NC(=O)CCC(=O)N1CCSc2ccccc21 returned LRH-1 inv ag -36.3, EBV LMP1 NFkB 6.1, COUP-TFII inh -6.1, Shn3 3UTR inh -3.6, KKLEB tox 0.5, TROY NFkB inh 7.0, TRAIL sens C8 7.4, SRC3 inh 8.1, SRC1 inh 7.8, CF NFkB inh 0.7 and TWEAK-Fn14 inh -5.8.
`Cc1ccc(O)c(NC(=S)NC(=O)c2ccccc2Cl)c1` gave LRH-1 inv ag -3.5, EBV LMP1 NFkB -4.9, COUP-TFII inh -7.1, Shn3 3UTR inh -14.8, KKLEB tox -9.3, TROY NFkB inh -21.1, TRAIL sens C8 9.6, SRC3 inh 0.7, SRC1 inh -13.0, CF NFkB inh 6.7 and TWEAK-Fn14 inh -11.3.
CCCOc1ccc(C(F)(F)F)cc1NC(=O)c1cc(C)on1 was read as LRH-1 inv ag -1.5, EBV LMP1 NFkB 0.0, COUP-TFII inh 11.0, Shn3 3UTR inh -8.1, KKLEB tox -1.6, TROY NFkB inh -6.5, TRAIL sens C8 20.2, SRC3 inh 14.4, SRC1 inh 16.8, CF NFkB inh 0.9 and TWEAK-Fn14 inh -6.6.
For C[C@@H](CN1C2=NC[C@H](Cc3ccccc3)N2C[C@H]1Cc1ccc(O)cc1)NC(=O)CCC1CCCCC1 the results were LRH-1 inv ag 13.3, EBV LMP1 NFkB 4.7, COUP-TFII inh 0.5, Shn3 3UTR inh 14.8, KKLEB tox 1.2, TROY NFkB inh 6.0, TRAIL sens C8 -8.6, SRC3 inh -10.0, SRC1 inh -1.2, CF NFkB inh -1.5 and TWEAK-Fn14 inh 2.9.
For Cc1ccc(-c2nc(S(=O)(=O)c3ccc(C)cc3)c(N3CCOCC3)o2)cc1 the results were LRH-1 inv ag 4.0, EBV LMP1 NFkB -2.5, COUP-TFII inh 7.1, Shn3 3UTR inh 1.4, KKLEB tox -6.3, TROY NFkB inh 14.1, TRAIL sens C8 6.7, SRC3 inh -26.4, SRC1 inh 14.8, CF NFkB inh 6.7 and TWEAK-Fn14 inh 64.8*.
`COc1ccc(/C(N)=N/OC(=O)Cc2cccs2)cc1` gave LRH-1 inv ag -89.0, EBV LMP1 NFkB -17.5, COUP-TFII inh -43.8, Shn3 3UTR inh -92.4, KKLEB tox 1.2, TROY NFkB inh -69.5, TRAIL sens C8 14.2, SRC3 inh -67.8, SRC1 inh -86.4, CF NFkB inh 10.4 and TWEAK-Fn14 inh -7.1.
`COc1ccc(CCN2C(=O)c3ccccc3C2c2nnnn2-c2ccc3c(c2)OCCO3)cc1OC` (stereo not drawn) gave LRH-1 inv ag -1.1, COUP-TFII inh 10.7, TROY NFkB inh -11.7, TRAIL sens C8 5.0 and TWEAK-Fn14 inh 11.2.
For COc1ccc(CCNC(=O)C2CCCN(S(=O)(=O)c3ccc(OC)cc3)C2)cc1 (stereo not drawn) the results were LRH-1 inv ag -1.9, EBV LMP1 NFkB 0.3, COUP-TFII inh -4.2, Shn3 3UTR inh 2.5, KKLEB tox 15.8, TROY NFkB inh 12.5, TRAIL sens C8 -1.7, SRC3 inh 14.7, SRC1 inh 1.6, CF NFkB inh -21.0 and TWEAK-Fn14 inh 9.7.
For CCOC(=O)CSc1nc(N)c(C#N)c(CC(C)C)c1C#N the results were LRH-1 inv ag -13.2, EBV LMP1 NFkB 4.9, COUP-TFII inh -7.0, Shn3 3UTR inh 6.4, KKLEB tox -7.0, TROY NFkB inh 20.4, TRAIL sens C8 -6.8, SRC3 inh 0.8, SRC1 inh -0.9, CF NFkB inh -13.2 and TWEAK-Fn14 inh 17.7.
Screening COc1cccc(NC(=O)CSc2nc(N)cc(N)n2)c1 returned LRH-1 inv ag -11.4, EBV LMP1 NFkB -8.4, COUP-TFII inh -4.3, Shn3 3UTR inh -17.3, KKLEB tox -0.2, TROY NFkB inh -8.4, TRAIL sens C8 -7.7, SRC3 inh -1.8, SRC1 inh -23.0, CF NFkB inh -3.4 and TWEAK-Fn14 inh -14.4.
`CCOC(=O)N1CC=C2C(C#N)=C(N)C(C#N)(C#N)[C@H](c3ccc(OC(C)C)c(OCC)c3)[C@H]2C1` gave LRH-1 inv ag 4.3, EBV LMP1 NFkB -11.1, COUP-TFII inh -0.8, Shn3 3UTR inh 11.4, KKLEB tox -9.2, TROY NFkB inh 40.4, TRAIL sens C8 0.3, SRC3 inh 17.4, SRC1 inh -11.0, CF NFkB inh 9.4 and TWEAK-Fn14 inh -3.8.
O=C(NCC1CCCCC1)c1ccc2nc([C@H]3C[C@H](O)[C@@H](CO)O3)[nH]c2c1 was read as LRH-1 inv ag -19.1, COUP-TFII inh 3.3, Shn3 3UTR inh -18.1, KKLEB tox 2.5, TROY NFkB inh 6.0, TRAIL sens C8 -5.2, SRC3 inh -10.8, SRC1 inh -4.0, CF NFkB inh -2.7 and TWEAK-Fn14 inh 8.3.

The list is partial. The share of hits here may be higher or lower than overall.
